# Bioassay records deposited in PubChem BioAssay by National Center for Advancing Translational Sciences (NCATS).
# AmpC no deterg: AmpC beta-lactamase inhibition without detergent. Potency, µM (doses to about 57.1 µM), without a hit: at the top dose activity change, negative = inhibition, hits mostly inhibitors. P00811. 0.52% of 330,000 active. AmpC nitrocefin hydrolysis, absorbance 480 nm, 0.0001% Triton;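 also: potency is read from the fitted curve at half-maximal effect; plate controls were no compound for no effect and no enzyme for full effect; nearly all actives have a fitted effect of over 20% in size; some results filed as inactive show a strong effect at the top dose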
# Target sequence (P00811 whole entry, looked up): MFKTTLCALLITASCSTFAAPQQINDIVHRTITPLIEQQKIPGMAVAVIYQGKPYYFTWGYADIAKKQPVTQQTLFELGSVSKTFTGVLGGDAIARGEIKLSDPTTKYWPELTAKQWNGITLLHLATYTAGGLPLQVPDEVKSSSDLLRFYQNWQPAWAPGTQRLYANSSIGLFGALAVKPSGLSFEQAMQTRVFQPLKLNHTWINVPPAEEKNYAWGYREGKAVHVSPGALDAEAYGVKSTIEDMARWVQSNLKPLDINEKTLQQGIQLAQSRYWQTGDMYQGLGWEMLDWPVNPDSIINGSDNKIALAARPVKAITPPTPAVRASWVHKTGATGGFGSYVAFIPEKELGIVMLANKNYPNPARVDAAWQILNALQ
#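 AmpC (5.3 nM in the dispensed reagent) in 20 mM phosphate pH 7.0 with 0.01% (detergent screen) or 0.0001% Triton X-100 was preincubated with compounds for 15 min at room temperature. Nitrocefin was then added from an 800 uM solution, and hydrolysis was followed at 480 nm.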
# HCV inhibitor: inhibitors of hepatitis C virus infection; 3.4% of 340,000 active; Potency, µM (top dose mostly 41.8 µM), inactives show top-dose activity change, negative = inhibition, usual class: inhibitors; AID 651820; Huh7.5.1 HCVcc-Cre infection, luciferase reporter, 44 h; also: potency is read from the fitted curve at half-maximal effect
#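 Antiviral activity was scored by luciferase reporter output from cells infected with HCVcc-Cre (~0.5 moi) in presence of compound, 44 h infection period, cells seeded 1,000/well 4 h prior.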
# HCMV inh: human cytomegalovirus inhibition | HFF cells, HCMV-luciferase reporter, 72 h; hits give low values | activity change, negative = inhibition, % at 57.5 µM | 4.5% of 410,000 active | AID 1259415; in the data active = activity change below about -60%; inconclusive = no clear call, values can overlap the other calls; inactive = above about -39%
#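 Two-dose cell screen: HFF monolayers treated with compounds and infected with luciferase-expressing HCMV at 1 PFU/cell, 72 h at 37C, then lysed for luciferase measurement.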
# Sm TGR block: S. mansoni TGR enzyme inhibition. Q962Y6. purified TGR, DTNB reduction, TNB absorbance 405 nm. Potency, µM (top dose mostly 114 µM), inactives show at the highest dose activity change, negative = inhibition, most hits filed as inhibitors. 3% of 360,000 active; also: potency is read from the fitted curve at half-maximal effect; nearly all actives have a fitted effect of over 60% in size
#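 First, TGR (20 nM dispensed) and NADPH were mixed with compound. Second, a 15 min room-temperature incubation followed. Third, further NADPH and then DTNB were added to start the reaction. Finally, TNB absorbance was monitored kinetically.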
# AmpC detergent: inhibitors of E. coli AmpC beta-lactamase with detergent | P00811 | AmpC hydrolysis of nitrocefin, absorbance 480 nm, 0.01% Triton | Potency, µM (doses to about 114 µM), for the others: top-dose activity change, negative = inhibition, hits mostly inhibitors | 0.041% of 370,000 active | AID 485294;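 also: potency is read from the fitted curve at half-maximal effect; 0% = no-compound wells and -100% = no-enzyme wells; nearly all actives have a fitted effect of over 25% in size; some results filed as inactive show a strong effect at the top dose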
#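 AmpC (5.3 nM in the dispensed reagent) in 20 mM phosphate pH 7.0 with 0.01% (detergent screen) or 0.0001% Triton X-100 was preincubated with compounds for 15 min at room temperature. Nitrocefin was then added from an 800 uM solution, and hydrolysis was followed at 480 nm.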
# Giardia FBPA inh: inhibitors of Giardia lamblia fructose-1,6-bisphosphate aldolase; 0.71% of 290,000 active; A8B2U2; purified Giardia FBPA; AID 2451; Potency, µM (series often up to 59.6 µM), for the others: at the top dose activity, negative = inhibition, hits mostly inhibitors; also: potency is read from the fitted curve at half-maximal effect; nearly all actives have a fitted effect of over 55% in size
# Target sequence (A8B2U2 whole entry, looked up): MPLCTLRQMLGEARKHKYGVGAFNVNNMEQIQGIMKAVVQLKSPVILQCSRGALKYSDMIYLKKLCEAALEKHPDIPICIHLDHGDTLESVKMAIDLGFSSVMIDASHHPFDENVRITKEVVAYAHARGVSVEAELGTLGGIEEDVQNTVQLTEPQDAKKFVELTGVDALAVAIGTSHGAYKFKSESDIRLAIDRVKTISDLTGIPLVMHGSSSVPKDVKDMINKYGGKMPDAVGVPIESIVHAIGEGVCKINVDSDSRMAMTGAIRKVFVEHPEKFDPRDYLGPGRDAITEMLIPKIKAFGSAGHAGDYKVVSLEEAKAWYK
#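 Giardia FBPA (40 nM reagent) was preincubated 10 min at RT with compound (up to 57.5 uM final), then substrate plus GAPDH/TPI/NAD/arsenate coupling system with diaphorase/resazurin was added; resorufin fluorescence (525/598 nm) was read after 20 min.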
# Active calls of the source: *; ? = inconclusive; nt = no result given; & = joins results of further samples; [ ] = dose if it differs, or a comment. Unless noted, calls follow the shape of the dose curve; as a rule, active = well fitted curve in the direction sought with a large enough effect; inconclusive = small, poorly fitted or top-dose-only effect, or another doubt; inactive = no such curve, though single readings can be large; an effect the other way counts as inactive or inconclusive. Unless noted, % is scaled to controls: 0 for no effect and ±100 for the full control effect. Random draw from the library (roughly 9.9% active in at least one column).
molecule,AmpC no deterg,HCV inhibitor,HCMV inh,Sm TGR block,AmpC detergent,Giardia FBPA inh
CC(c1ccon1)N(C)C(=O)CCc1nnc(Cc2ccc(-c3ccccc3)cc2)o1 (stereo unspecified),194%[activator],?,9,7%,-7%,10%
O=C(O)c1ccc(/C=N/N2CCN(Cc3ccc(Cl)cc3)CC2)cc1,-10%,12%,?,-4%,-1%,13%
CN(C)c1ccc(C(CNS(=O)(=O)c2ccc(F)cc2)N2CCc3ccccc32)cc1 (stereo unspecified),nt,nt,20,4%,-8%,nt
Cc1ccc(NC(=O)CSc2nnc(CN3CCOCC3)n2-c2ccccc2)cc1,131%[activator],2%,-5,-31%,2%,-4%
COc1cc2c(cc1OC)C(c1ccc(-c3ccc(Cl)cc3Cl)o1)=NCC2,126%[activator],11µM*,?,-21%,-6%,-10%
CC(=O)c1ccc(NC(=O)c2cc3sccc3n2Cc2ccc(F)cc2)cc1,nt,nt,-33,5%,13%,nt
COc1ccc(-c2cc(=O)c3cc(C)ccc3[nH]2)cc1,-29%,11%[8.37 µM],60,2%,-7%,-4%[89.2 µM]
Cn1cccc1CNC(=O)Nc1ccccc1,-13%,-9%,7,-25%,-3%,-9%
NC(=O)c1ccsc1NC(=O)COC(=O)CNC(=O)c1ccc(F)cc1,-25%,6%,3,-4%,?,nt
Nc1c(C(=O)N/N=C/c2ccc(OCc3ccccc3)cc2)cnn1-c1ccccc1,-34%,-12%,-24,2%,-7%,2%
Cc1ccc(N(CC(=O)Nc2ccc(Cl)cc2)S(=O)(=O)c2cccc3nonc23)cc1,nt,nt,2,2%,4%,nt
CC1=NCC(C)c2c1[nH]c1ccccc21 (stereo unspecified),-31%,17%,-6,-30%,?,-27%
Cc1cccc(NC(=O)CN(C)S(=O)(=O)c2cccc3nsnc23)c1C,-17%,5%,-7,1%,-12%,-3%
CCOC(=O)CNc1nc(-c2ccncc2)nc2ccccc12,-28%,?,68,-15%,?,0%
CCc1ccccc1NC(=O)N1CC(CC)Oc2ccc(Cl)cc21 (stereo unspecified),nt,nt,-61*,-2%,-9%,nt

# The list goes on.
molecule,AmpC no deterg,HCV inhibitor,HCMV inh,Sm TGR block,AmpC detergent,Giardia FBPA inh
Cc1nnc(N2C(=O)c3oc4ccccc4c(=O)c3C2c2ccc(F)cc2)s1 (stereo unspecified),nt,nt,7,-17%,21%,nt
CCNC(=O)CCSc1nnc(-c2ccco2)o1,-18%,12%,1,-1%,-2%,-7%
CSCCC(NC(=O)c1ccco1)C(=O)NCc1ccc2c(c1)OCO2 (stereo unspecified),-5%,3%,-2,2%,-21%,nt
COc1ccccc1NS(=O)(=O)c1ccc(C)c(NC(=O)C2CCCO2)c1 (stereo unspecified),-6%,10%,0,5%,3%,nt
CC(C)C(=O)Nc1cccc(NC(=S)NC(=O)c2ccccc2Cl)c1,-18%,?,-30,?,7%,-14%
CC(C(=O)NC1CCCCCC1)N(c1ccccc1)S(C)(=O)=O (stereo unspecified),-9%,0%,81,-1%,?,4%
O=C(CS(=O)(=O)c1cccc(C(F)(F)F)c1)Nc1ccccc1Cl,-30%,-2%,-38,-25%,0%,0%
CCC(=O)C(C#N)(c1ccc(OC)c(OC)c1)C(C)C (stereo unspecified),34%,-11%,-5,6%,4%,nt
NC(=O)Cc1nc2scc(-c3ccc(Cl)cc3)c2c(=O)[nH]1,-27%,5%,20,nt,1%,-7%
O=C(O)c1ccc2c3c(cccc13)C(=O)N(OS(=O)(=O)c1ccccc1)C2=O,-21%,-2%,-101*,4%[57.1 µM],?,?
NC(=O)c1ccccc1NC(=O)/C=C/c1cccc(Cl)c1,-32%,?,14,12%,-5%,0%
COc1ccccc1/C=C/C(=O)Nc1ccc2c(c1)OCCO2,-35%,-30%,42,-2%,-4%,-24%
N#Cc1ccc(OCC(=O)N2CCN(Cc3ccc4c(c3)OCO4)CC2)cc1,1%,-18%,19,-3%,-1%,0%
Cc1ccc(S(=O)(=O)N2CCN(Cc3nnc(-c4c(-c5ccccc5)noc4C)o3)CC2)cc1,237%[activator],?,-30,-3%,1%,nt
Cc1ccccc1C(=O)O/N=C(\N)c1ccccc1,-22%,?,85,1%,-4%,-4%

# Additional entries:
molecule,AmpC no deterg,HCV inhibitor,HCMV inh,Sm TGR block,AmpC detergent,Giardia FBPA inh
Cc1ccc(S(=O)(=O)NCC(=O)N(CC(=O)NCC2CCCO2)C2CCCC2)cc1 (stereo unspecified),-11%,1%,15,-6%,3%,0%
CC(=O)NCCc1csc(-c2ccccc2)n1,-12%,-5%,45,1%,3%,0%
Cc1ccc(OCC(=O)Nc2ccc(-c3nnc(-c4ccco4)o3)cc2)cc1,-15%,-21%,39,8%,3%,0%
COc1ccc(CCCc2nc3ccccc3[nH]2)cc1,-19%,8%,-36,4%,6%,-6%
O=C(CN1C(=O)/C(=C/c2ccccc2Cl)SC1=S)NC1C=CS(=O)(=O)C1 (stereo unspecified),-38%,0%,-64*,-3%,1%,nt
COc1ccccc1NC(=O)COC(=O)c1cc(C)oc1C,-26%,-22%,-79*,nt,nt,nt
CC(OC(=O)CCCN1C(=O)c2ccccc2C1=O)C(=O)Nc1ncc(Cl)cc1Cl (stereo unspecified),-17%,10%,37,-11%,?,1%
Cc1cc(Cl)ccc1OCC(=O)N(Cc1ccc(N(C)C)cc1)C1CCS(=O)(=O)C1 (stereo unspecified),nt,nt,15,-3%,-2%,nt
CCO[C@H]1OC(C(=O)O)=C[C@@H](c2ccc3c(c2)OCO3)[C@@H]1CCCO,-23%,2.5µM*,-101*,-9%,8%,9%
CCOC(=O)c1c(NC(=O)CN(CC)CC)sc2c1CCN(C(=O)OCC)C2,57%,2.8µM*,?,4%,-3%,-1%
Cc1ccccc1OCc1csc(N)n1,-12%,8%,-20,9%,-1%,-6%
CC(=O)N1CN2CN(C(C)=O)CC(C(=O)c3ccc([N+](=O)[O-])cc3)(C2)C1,-7%,2%,-5,2%,-2%,4%
N#CCCN(CCC#N)C(=O)c1ccc(Cl)cc1,-9%,17%,7,8%,-10%,8%
CCOc1ccc(CN2C(=O)c3ccccc3Sc3ccc(C(=O)O)cc32)cc1,nt,nt,-36,4%,6%,nt
COc1ccccc1N1CCN(C(=O)Cc2ccc(Cl)cc2)CC1,189%,-3%,68,-7%,-11%,6%

# (listing goes on)
molecule,AmpC no deterg,HCV inhibitor,HCMV inh,Sm TGR block,AmpC detergent,Giardia FBPA inh
CN1CCN(CC(=O)N(C)c2nc(-c3ccccc3)cs2)CC1,1%,?,118,-3%,-10%,10%
COc1ccc(NC(=O)c2cc(C(C)=O)n3ccccc23)cc1Cl,nt,nt,9,7%,1%,nt
COc1cc(NC(=O)c2oc3ccccc3c2C)ccc1NC(=O)c1ccco1,82%[activator],-34%,16,4%,-10%,-5%
CCOc1ccc(-c2noc(-c3ccncc3)n2)cc1OCC,-7%,?,41,1%,1%,0%
Cc1ccc(OCCN2C(=O)C(=O)c3cccc(C)c32)cc1,-22%,-25%,-20,0%[57.1 µM],0%,-3%
O=C(CSc1nnc(COc2ccc(Cl)cc2)o1)OC1CCCCC1,-4%,14%,50,-4%,?,1%
COc1cccc(CN2CCN(Cc3ccc(C#CC(C)(C)O)s3)CC2CCO)c1 (stereo unspecified),73%[activator],?,-1,-31%,-1%,1%
NC(=O)c1c(NC(=O)CSc2nnc(-c3ccco3)n2-c2ccccc2)sc2c1CCC2,-4%,-16%,-1,22µM*,-6%,-18%
CCOC(=O)c1sc(=NC(=O)c2ccc(S(=O)(=O)N(C)c3ccccc3)cc2)n(C)c1C,-17%,9%,-26,0%,5%,2%
O=C(NCc1cccnc1)c1nc(-c2ccccc2)n(-c2ccccc2)n1,10%,-20%,-8,-3%,15%,nt
O=C(c1cc(-c2ccncc2)nc2ccccc12)N1CCC2(CC1)OCCO2,54%,14%,-7,2%,-1%,5%
CCN(CC)CCCCNc1ncc2cc(-c3cc(OC)cc(OC)c3)c(NC(=O)NC(C)(C)C)nc2n1,302%[activator],?,32,-9%,-7%,13%&0%
Cc1ccc(CNC(=O)C2CCCN2S(=O)(=O)c2ccc3c(c2)C(C)(C)C(=O)N3C)cc1 (stereo unspecified),98%[activator],-6%,58,1%,-19%,-7%
O=C(c1ccco1)N1CCN(C(=O)c2ccc(-c3ccccc3Cl)o2)CC1,98%[activator],22µM*,0,-8%,-5%,nt
O=C(COC(=O)/C=C/c1ccc(OC(F)F)cc1)Nc1cccc(S(=O)(=O)N2CCOCC2)c1,-3%,-14%,-15,nt,nt,nt

# (next part)
molecule,AmpC no deterg,HCV inhibitor,HCMV inh,Sm TGR block,AmpC detergent,Giardia FBPA inh
CC(=O)NN1C(=O)/C(=C\c2ccc(C)cc2)SC1=S,-13%,0%,3,-3%,1%,2%
O=C(NC(=S)NC1CCS(=O)(=O)C1)c1ccccc1 (stereo unspecified),-6%,7%,-29,2%,6%,nt
CC(C)c1ccc(NC(=O)C2C3C=CC4(CN(Cc5cccnc5)C(=O)C24)O3)cc1 (stereo unspecified),-14%,8%,-32,8%,?,4%
COc1ccc(SC[C@H](CC(C)C)N2CCN(CCc3ccccc3)CCC2=O)cc1,180%[activator],-23%,1,?,1%,-6%
Cc1cc(NC(=O)CCSc2ccccc2)no1,-10%,5%,2,8%,6%,2%
CC1(C)CC(=O)C=C(Nc2ccc(Br)cc2F)C1,-19%,5%,0,-3%,?,3%
COc1ccc(-c2nc3sc(CCNC(=O)C(=O)Nc4ccc(OC)c(OC)c4)c(C)n3n2)cc1,nt,nt,-6,5%,1%,nt
C#Cc1cccc(NC(=O)C2CCN(C(C)=O)CC2)c1,0%,-6%,25,0%,0%,2%
COC(=O)C(Cc1ccccc1)NC(=O)CNC(=O)c1sc2ccccc2c1Cl (stereo unspecified),21%,9%,-25,4%,-4%,5%
CC1=Nn2c(nnc2-c2cccs2)SC1,-10%,2%,-1,1%,-1%,3%
O=C(O)c1sc(Nc2ccccc2)nc1-c1ccccc1,nt,nt,-8,0%,13%,nt
Cc1cccc(NC(=O)NCCN2C(=O)C3C4C=CC(C4)C3C2=O)c1 (stereo unspecified),-4%,12%,81,14%,?,2%
CC(=O)NC(c1ccco1)c1cc(Cl)c2ccc(Cl)nc2c1O (stereo unspecified),-28%&-11%,nt,-29,?,?,nt
COc1ccc(OC)c(S(=O)(=O)N2Cc3ccccc3CC2C(=O)Nc2ccc(C)cc2C)c1 (stereo unspecified),nt,nt,15,1%,-7%,nt
CC(C)(C)OC(=O)N1CCC(C(=O)N2CCOCC2)CC1,-12%,1%,16,?,?,-2%

# Just AmpC no deterg and Sm TGR block, for 3 of the compounds above:
SMILES,AmpC no deterg,Sm TGR block
CCOc1ccc(CN2C(=O)c3ccccc3Sc3ccc(C(=O)O)cc32)cc1,nt,4%
COc1ccccc1N1CCN(C(=O)Cc2ccc(Cl)cc2)CC1,189%,-7%
CN1CCN(CC(=O)N(C)c2nc(-c3ccccc3)cs2)CC1,1%,-3%
